Source: PubChem BioAssay
SR-BI DiI inh: blocks mouse SR-BI lipid uptake from DiI-HDL; Q61009; ldlA[mSR-BI] CHO cells, DiI-HDL uptake fluorescence, 3 h; inhibition, % at 12.5 µM; 320,000 tested, 0.96% active;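 active = mean replicate inhibition of at least 70% and a set share of replicates each scoring 70 or more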;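 note: 0% = median of neutral control wells and 100% = median of positive control wells; values of inactives mirror those of a sister screen read the other way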
SR-BI DiI-HDL act: activators of SR-BI mediated HDL lipid uptake; CHO ldlA[mSR-BI] cells, DiI-HDL uptake fluorescence, 3 h; 100 = double the neutral-control signal; activation, % at 12.5 µM; 320,000 tested, 0.096% active; AID 504775;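 active = mean replicate activation of at least 60% and every replicate at or above 60%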;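 note: 0% = median plate neutral-control signal and 100% = twice that signal; values of inactives mirror those of a sister screen read the other way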
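material = CHO ldlA[mSR-BI] cells | medium = Ham's F12 with 0.5% BSA, HEPES 25 mM, pH 7.4 | reagent = fluorescent DiI-HDL, 10 µg/mL final | compound dosing = single-point compound dose | incubation = 3 h, 37 °C | measured by = bottom-read fluorescence, 550/595 nm | measure = HDL uptake via cellular fluorescence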
dFosB activator: activators of mouse delta FosB homodimer. P13346. purified delta FosB, TAMRA-CDK5 oligo fluorescence polarization; percent of positive-control signal above neutral wells. activation, % at 25 µM. 340,000 tested, 0.99% active. AID 493131;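 active = mean activation above about 17%, with every replicate also reaching it, limit read from the data, passing the limit was not always enough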;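 note: fluorescence polarization rise as delta FosB binds a TAMRA Cdk5 AP-1 oligo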
CAL PDZ FP-1: human CAL PDZ-peptide interaction inhibition; purified CAL PDZ, TMR-peptide fluorescence polarization, 1 h; inhibition, % at 20 µM; 330,000 tested, 0.02% active; AID 504414;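 active = highest replicate inhibition of at least 40%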;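 note: plate controls were DMSO neutral control wells for no effect and unlabeled competitor peptide control wells for full effect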
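material = purified tagged CAL PDZ domain construct (CerCALP) | buffer or medium = sodium phosphate/NaCl buffer pH 7.4 with TCEP, IgG, Thesit | reagent = TMR-labelled reporter peptide T*-PRC34 bound in PDZ groove | incubation = 1 h room-temperature incubation prior to read | measured by = fluorescence polarization (mP) | evaluation = percent inhibition from loss of millipolarization | control set = unlabelled peptide and DMSO controls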
MITF act: increases MITF-driven TRPM1 promoter luciferase signal. SK-MEL-5 TRPM1-promoter luciferase, 24 h; % of positive control, neutral wells = 0. activation, % at 12.5 µM. 300,000 tested, 0.75% active. AID 588334;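 active = mean activation of at least 80% with every replicate also reaching 80%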;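 note: 0% = neutral control wells and 100% = parthenolide positive control wells; values of inactives mirror those of a sister screen read the other way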
Rtt109 Vps75: inhibitors of Candida albicans Rtt109/Vps75 histone acetyltransferase. Q5AAJ8. purified Rtt109/Vps75, ThioGlo CoA-SH fluorescence, 4 h. inhibition, % at 34.9 µM. 330,000 tested, 0.16% active. AID 540336;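 active = inhibition of at least 50% in every replicate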
NSD2 HMT inh: NSD2 (human) methyltransferase inhibition; O96028; AID 743445; inhibition, % at 12.5 µM; 310,000 tested, 0.54% active; NSD2 peptide methylation, AlphaScreen, 120 min; in the data active = inhibition above about 50%
Target sequence (O96028 whole entry, looked up): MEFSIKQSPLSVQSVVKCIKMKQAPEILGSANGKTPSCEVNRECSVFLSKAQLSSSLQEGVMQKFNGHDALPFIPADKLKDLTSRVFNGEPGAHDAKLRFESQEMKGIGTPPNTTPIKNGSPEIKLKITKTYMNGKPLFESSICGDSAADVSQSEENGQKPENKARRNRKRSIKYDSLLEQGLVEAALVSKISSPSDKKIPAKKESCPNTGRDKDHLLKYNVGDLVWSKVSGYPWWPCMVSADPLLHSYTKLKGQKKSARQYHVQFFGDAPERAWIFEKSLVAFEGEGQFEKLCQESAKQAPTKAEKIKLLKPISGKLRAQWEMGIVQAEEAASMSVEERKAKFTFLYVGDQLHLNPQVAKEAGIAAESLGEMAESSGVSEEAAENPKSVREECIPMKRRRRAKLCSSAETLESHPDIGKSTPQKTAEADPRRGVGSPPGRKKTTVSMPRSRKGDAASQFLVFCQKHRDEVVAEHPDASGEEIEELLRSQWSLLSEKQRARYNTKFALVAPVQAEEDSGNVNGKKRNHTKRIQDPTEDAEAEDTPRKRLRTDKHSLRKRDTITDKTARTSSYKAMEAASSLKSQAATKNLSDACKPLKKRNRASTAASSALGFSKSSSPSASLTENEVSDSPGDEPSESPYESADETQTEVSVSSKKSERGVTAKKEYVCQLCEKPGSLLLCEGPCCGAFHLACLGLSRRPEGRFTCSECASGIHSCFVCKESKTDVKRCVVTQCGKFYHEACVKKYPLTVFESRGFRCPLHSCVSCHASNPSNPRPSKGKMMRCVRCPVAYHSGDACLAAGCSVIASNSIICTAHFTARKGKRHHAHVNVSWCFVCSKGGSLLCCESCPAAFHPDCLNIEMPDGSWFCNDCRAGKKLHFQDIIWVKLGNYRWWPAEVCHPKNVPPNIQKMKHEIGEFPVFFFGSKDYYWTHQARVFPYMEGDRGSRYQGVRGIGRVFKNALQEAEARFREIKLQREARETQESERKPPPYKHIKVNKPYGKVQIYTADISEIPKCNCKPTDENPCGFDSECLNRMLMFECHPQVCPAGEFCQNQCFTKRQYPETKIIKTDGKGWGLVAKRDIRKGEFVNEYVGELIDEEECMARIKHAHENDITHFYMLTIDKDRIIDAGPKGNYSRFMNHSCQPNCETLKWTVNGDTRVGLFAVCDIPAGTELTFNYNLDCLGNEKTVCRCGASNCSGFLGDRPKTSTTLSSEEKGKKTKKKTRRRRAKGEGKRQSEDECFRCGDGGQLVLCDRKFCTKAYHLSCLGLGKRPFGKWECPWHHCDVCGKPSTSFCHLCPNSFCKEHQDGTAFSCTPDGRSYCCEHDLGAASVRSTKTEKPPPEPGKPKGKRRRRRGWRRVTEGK
PvdQ acylase: P. aeruginosa PvdQ acylase inhibition; purified PvdQ acylase, fluorescence plate reader; inhibition, % at 10 µM; 340,000 tested, 0.063% active; AID 488965; in the data active = inhibition above about 30%, passing the limit was not always enough;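 note: 0% = vehicle neutral wells and 100% = reference inhibitor wells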
CAL PDZ FP-2: inhibitors of human CAL PDZ peptide binding; Q9HD26; purified CAL PDZ, TMR-peptide fluorescence polarization, 1 h; inhibition, % at 24.9 µM; 300,000 tested, 0.92% active; AID 602252;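 active = mean inhibition of at least 30% with at least half of replicates also reaching 30%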;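 note: 0% = DMSO neutral control and 100% = excess unlabeled competitor peptide PRC23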
PfHsp90 yeast 2: reduces growth (ATP signal) of yeast expressing P. falciparum Hsp90; inhibition, % at 9.4 µM; AID 504621; 310,000 tested, 0.32% active; S. cerevisiae expressing PfHsp90, BacTiter-Glo ATP, 48 h; yeast lacking PDR1 and PDR3 efflux regulators;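 active = every replicate shows inhibition above about 80%, whatever the replicate mean, limit read from the data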;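 note: 0% = DMSO neutral controls and 100% = 20 µM radicicol positive controls; yeast relying on Plasmodium falciparum Hsp90 in place of its own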
Numbers without * were called inactive; . = not tested or not shown.

smiles	CAL PDZ FP-1	PvdQ acylase	dFosB activator	MITF act	SR-BI DiI inh	SR-BI DiI-HDL act	CAL PDZ FP-2	PfHsp90 yeast 2	NSD2 HMT inh	Rtt109 Vps75
CCOC(=O)C1(Cc2cccc(OC)c2)CCN(C/C=C/c2ccccc2)CC1	-1.7	-4	-11	9	6	-6	.	1	0	6
COc1ccccc1CNC(=O)Cc1c[nH]c2ccccc12	-2.5	2	0	-4	10	-10	-6	15	.	12
CCCc1cc(=O)[nH]c(SCC(=O)c2cc(C)n(CCC)c2C)n1	-2.0	-5	-5	9	11	-11	-2	.	6	1
O=C(O)C(=O)/C(=C\c1cccc(Cl)c1)c1ccc2ccccc2n1	-3.2	-9	2	23	-8	8	0	-15	2	-1
CCN(CC)C(=O)C1CCCN(Cc2cccc(Oc3ccccc3)c2)C1 (configuration not stated)	-1.6	-17	-4	.	2	-2	-3	13	1	1
CS(=O)(=O)c1ccc(Cl)c(NC(=O)c2cc(S(=O)(=O)N3CCOCC3)ccc2N2CCCC2)c1	-2.4	1	3	16	8	-8	-1	.	6	-8
CCn1c(Cc2ccccc2)nnc1SCC(=O)Nc1nnc(-c2ccccc2)s1	-1.0	-8	0	1	-11	11	-4	17	-3	-3
CC1(C)Cc2cccc(OCC(=O)Nc3ccc(S(N)(=O)=O)cc3)c2O1	-1.8	-6	-9	-11	19	-19	1	-19	1	1
CC(C)(C)OC(=O)N1CCC[C@H]1C(=O)N/N=C/c1cccc2cccnc12	-0.8	2	-8	3	-14	14	-4	14	-1	8
CN(C)C(=O)[C@H]1C[C@H]1[C@@H](O)[C@H](CO)NC(=O)[C@H](Cc1ccccc1)NC(=O)OC(C)(C)C	0.5	6	2	1	-16	16	-4	13	.	-12
O=C(Nc1ccc2c(c1)S(=O)(=O)N=C1CCCCCN12)c1ccccc1Cl	-0.9	5	-14	-7	-4	4	-5	29	0	.
O=C(CCCCn1c(=O)[nH]c2ccccc2c1=O)N1CCN(c2cccc(C(F)(F)F)c2)CC1	-0.8	-12	-10	-2	3	-3	7	-14	-1	13
Cc1[nH]n(-c2ccccc2)c(=O)c1C=NC1CCCCC1	-2.1	5	-7	12	20	-20	1	-7	-29	59*
O=C(COC(=O)C(O)c1ccccc1)c1ccc2c(c1)OCCO2 (configuration not stated)	-0.7	-15	-15	5	46	-46	-1	-2	-1	-2
COc1ccccc1N(CC(=O)NCCN1CCOCC1)S(=O)(=O)c1ccccc1	-1.4	-1	-1	11	.	.	-1	11	1	7
CC1(C)Cc2c(sc(NC(=O)c3ccc(Br)o3)c2C#N)CO1	.	15	-2	.	20	-20	-2	.	7	14
CCc1ccc(NC(=O)c2cnn3ccccc23)cc1	-0.5	-13	-1	-49	1	-1	.	17	.	-7
CCN(CC(=O)Nc1c(F)cccc1F)C(=O)c1ccc(S(=O)(=O)N2CCCC2)cc1	-1.4	-7	-4	13	-18	18	-2	20	8	0
COc1ccc(NCC(=O)N/N=C/c2c(C)nn(Cc3ccccc3)c2Cl)cc1	0.0	-5	-8	6	.	.	-5	-4	2	1
CSc1nc2nc3c(cc2c(=O)n1-c1ccc(C)cc1)COC(C)(C)C3	-2.7	9	0	-8	8	-8	-1	-10	0	-10
COc1cc(CN2C(=S)NC(C)(C)CC2(C)O)cc(OC)c1 (configuration not stated)	-0.6	2	-6	1	-35	35	7	2	1	20
CC(=O)c1ccc(N2Cc3ccccc3/C2=N\C(=O)Nc2ccccc2)cc1	-2.9	-9	-14	61	-8	8	-2	-1	-2	1
O=C(CN1C(=O)c2ccccc2S1(=O)=O)c1ccc(F)c(F)c1	-1.1	-11	-1	-11	15	-15	-1	0	-1	-3
Brc1ccccc1OCCCCCN1CCOCC1	-1.0	-11	-9	21	-13	13	-1	-2	3	5
Cc1cccc(/C=N/NC(=O)CC(=O)NCCc2ccccc2)c1	-0.1	2	6	-7	-11	11	-12	6	-3	3

(listing goes on)
smiles	CAL PDZ FP-1	PvdQ acylase	dFosB activator	MITF act	SR-BI DiI inh	SR-BI DiI-HDL act	CAL PDZ FP-2	PfHsp90 yeast 2	NSD2 HMT inh	Rtt109 Vps75
CCOc1ccccc1N1CCN(C(=O)CC(C)C)CC1	-0.6	-2	-8	2	13	-13	3	-1	-2	9
CCC(C)N1C(=O)CCC1C(=O)O (configuration not stated)	-2.8	-7	-4	0	7	-7	-4	-27	-1	2
CC(NS(=O)(=O)CCNC(=O)c1ccccc1)c1ccccc1 (configuration not stated)	-2.3	-5	0	0	-33	33	-7	.	0	-19
COc1ccc(N2CCN(C(=O)c3cc(=O)c4cc(C)cc(C)c4o3)CC2)cc1	-0.7	-17	-6	-7	2	-2	3	-18	22	3
CN1CCN(C(=O)c2ccc(COc3ccc(Cl)cc3Cl)cc2)CC1	-3.3	-12	-8	18	16	-16	-3	-1	8	.
CN1CCc2cccc3c2C1Cc1ccc(O)c(O)c1-3 (configuration not stated)	0.5	-14	-5	5	7	-7	-4	-3	.	1
COC(=O)c1ccccc1S(=O)(=O)Nc1ccc2cn[nH]c2c1	-2.6	-4	-2	-14	9	-9	-2	14	-2	5
Cc1ccccc1NC(=O)c1ccc(Cl)c(NC(=O)c2ccncc2)c1	-2.8	-4	-5	3	-10	10	0	6	-2	-5
CC1CC(C)CN(CCCNC(=O)CCC(=O)N2CC(C)Oc3ccccc32)C1 (configuration not stated)	-0.9	0	-5	-4	-10	10	.	3	.	9
CC(=O)c1cc(C(=O)Nc2ccc3ccccc3c2)c(C)o1	-0.7	-1	-4	-14	.	.	.	6	-5	19
Cc1nc2ccccc2nc(C)c1=NOCC(=O)N(c1ccccc1)C(C)C	-0.3	-7	-2	-2	-19	19	.	3	0	4
COC(=O)C1CCN(c2nc3ccccc3nc2C(C#N)C(=O)OCC(C)C)CC1 (configuration not stated)	-0.7	-6	-6	.	30	-30	2	.	0	-4
COc1ccc(-c2ocnc2C(=O)N2CCN(C(=O)C(c3ccccc3)c3ccccc3)CC2)cc1	-2.9	2	-6	.	.	.	2	8	13	8
Cc1ccc(CN2C(=O)C(C)Nc3ncnc(N4CCN(c5ccccn5)CC4)c32)cc1 (configuration not stated)	0.0	5	-16	-2	-27	27	-3	-5	.	-1
COC(=O)[C@@H]1CCCN1C(=O)[C@@H](NC(=O)OC(C)(C)C)C(C)C	-1.6	-9	2	2	-34	34	1	-15	.	-8
O=c1c2ccccc2c(/C=N/n2cnnc2)c(O)n1-c1ccccc1	-2.2	-4	0	-3	-19	19	0	-18	0	2
CSc1ccc(S(=O)(=O)Nc2ccc(OCC(=O)N3CCOCC3)cc2)cc1	0.3	-6	-8	13	34	-34	-2	13	1	3
O=S(=O)(c1cnc(Cl)c(Br)c1)N1CCN(c2ncccn2)CC1	-1.0	-14	3	-4	6	-6	5	2	-9	-13
COc1ccc(N(CC(=O)NC2CCCC2)C(=O)CS(=O)CC(=O)Nc2ccc3c(c2)OCO3)cc1 (configuration not stated)	0.1	-13	-1	7	5	-5	6	6	-2	-8
O=C(Nc1ccc2c(c1)CCC2)c1cc(=O)[nH]c2ccccc12	-0.3	-9	11	11	3	-3	-1	-2	-2	-9
CCC(=O)Nc1cc(C(C)(C)C)ccc1C(C)=O	-2.6	-16	-4	2	11	-11	-1	7	-3	7
CCCN1CCN(CCCNC(=O)Cn2nc(C)n3c(cc4cc(F)ccc43)c2=O)CC1	-2.2	-15	1	-4	-2	2	12	-4	7	-2
C[C@]12c3[nH]c4ccc(Cl)cc4c3CCN1C(=O)[C@@H](CC(=O)NCC13CC4CC(CC(C4)C1)C3)C[C@@H]2C(=O)N1CCOCC1	1.2	4	-2	-13	5	-5	-1	-15	.	-1
CCn1cc(/C=C/C(=O)Nc2ccc(C)cc2Br)cn1	-1.3	25	1	39	-4	4	-4	2	-4	6
O=c1[nH]c(C(F)(F)F)nc2ccccc12	0.2	-3	2	6	-15	15	-6	-13	-1	-4

Next records follow.
smiles	CAL PDZ FP-1	PvdQ acylase	dFosB activator	MITF act	SR-BI DiI inh	SR-BI DiI-HDL act	CAL PDZ FP-2	PfHsp90 yeast 2	NSD2 HMT inh	Rtt109 Vps75
CCCCn1c(N)c(N(CCC(C)C)C(=O)COC(=O)Cc2ccc(Cl)cc2)c(=O)[nH]c1=O	0.7	-13	6	5	11	-11	-6	37	-1	9
CSc1nc2sc3c(c2c(=O)[nH]1)CC(C)(C)OC3	-1.1	-16	2	10	2	-2	1	-37	0	0
COc1ccc(N(C(=O)COc2ccccc2OC)S(=O)(=O)c2ccc(C)cc2)cc1	0.2	-11	-4	.	-4	4	.	-2	.	-5
Clc1ccc(-c2ccnc(Oc3ccc4ccccc4c3)n2)cc1	-0.5	5	-2	4	-13	13	0	-11	0	-1
COc1ccccc1N1CCN(C(=O)c2cn(Cc3ccccc3)nc2-c2cccnc2)CC1	-1.0	2	-3	10	27	-27	-3	-11	-2	-3
COc1ccnc(Oc2ccc(F)cc2)c1-c1ncn[nH]1	-0.9	-10	1	-6	-5	5	1	-6	-4	.
Cc1c(O)ccc(-c2n[nH]c(C(=O)O)c2-c2nc3ccccc3s2)c1O	-3.8	3	-4	-5	.	.	6	-10	-1	0
CC1(C)CC(=O)C/C(=N\NC(=O)C2CC23CCC3)C1 (configuration not stated)	-4.1	-5	-7	13	10	-10	-2	-2	0	-7
COC(=O)C1=C(C)Nc2c(c(=O)n(C)c(=O)n2C)C1c1cccc(O)c1 (configuration not stated)	-0.8	3	2	14	-25	25	0	17	0	32
COc1ccc(CC(=O)OCC(=O)N2CCc3ccccc32)cc1OC	-2.7	-9	-9	-7	-6	6	-3	-5	-2	5
CCOC(=O)C1CCN(S(=O)(=O)c2ccc(OCC(=O)OC)cc2)CC1	-0.8	-2	-2	1	-6	6	3	7	-2	-1
CCOc1ccc(NC(=O)N(CCC(C)C)C2CCN(C(C)=O)CC2)cc1	0.2	-6	2	-12	26	-26	-2	-10	4	1
COc1ccc2c(c1OC)C(=O)N1N=C(c3ccc(Cl)cc3)CC21 (configuration not stated)	-3.7	-13	2	31	10	-10	-3	-7	-3	-5
O=C(C1CCC(CNS(=O)(=O)c2cccs2)CC1)N1CCN(c2ccc(Cl)cc2)CC1 (configuration not stated)	0.6	-18	-7	-67	37	-37	-1	-23	-4	-3
O=C1N[C@@H](c2ccccc2)COC(=O)[C@H](Cc2ccc(F)cc2)CC/C=C/C[C@@H]1CC(=O)N(CCO)Cc1ccccc1	-0.9	8	5	-1	30	-30	-2	-6	.	10
